Assay outcomes: PubChem, several laboratories
PRMT1 FP inh – PRMT1 methyltransferase inhibitors, primary screen, biochemical, fluorescence polarization. Protein arginine N-methyltransferase 1 (Homo sapiens), Q99873. inhibition, % at 2.79 µM. recombinant PRMT1, activity-based probe fluorescence polarization. AID 652257, 2013. 1.3% of 370,000 active;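 active = inhibition above about 21% made by adding two undisclosed values, limit read from the data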
TDP2 absorb – human TDP2 enzyme inhibitors, primary screen, biochemical, epi absorbance, recombinant enzyme; AID 720702, 2013; 0.34% of 370,000 active; T5PNP hydrolysis, p-nitrophenol absorbance 415 nm; Tyrosyl-DNA phosphodiesterase 2 (Homo sapiens), O95551; inhibition, % at 12.8 µM;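 active = inhibition above the mean of all tested compounds plus 3 SD, set per campaign, cut at about 25% in these data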;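 note: 0% = DMSO with enzyme and 100% = buffer with substrate but no TDP2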
Target sequence (O95551 whole entry, looked up): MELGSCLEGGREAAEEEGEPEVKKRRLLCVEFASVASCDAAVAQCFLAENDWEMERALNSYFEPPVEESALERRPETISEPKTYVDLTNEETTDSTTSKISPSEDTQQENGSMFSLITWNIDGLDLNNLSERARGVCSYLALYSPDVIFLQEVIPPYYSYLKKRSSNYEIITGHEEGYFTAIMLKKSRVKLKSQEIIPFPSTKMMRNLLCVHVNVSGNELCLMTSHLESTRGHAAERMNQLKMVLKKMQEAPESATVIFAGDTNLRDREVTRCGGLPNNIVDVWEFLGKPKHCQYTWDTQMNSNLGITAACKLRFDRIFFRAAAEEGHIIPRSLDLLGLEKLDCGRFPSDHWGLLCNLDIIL
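Read-out basis: percent inhibition. System: recombinant human TDP2. Buffer or medium: Mg2+-containing Tris-HCl buffer, pH 7.5. Repeats: single replicate. Timing: reaction 2 h, 37 °C. Benchmarks: high control without enzyme, low control DMSO plus TDP2. Probe or stimulus: 5 mM T5PNP. Doses: 12.8 µM only. Measured by: epi absorbance of p-nitrophenol freed from T5PNP by hydrolysis.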
rCAG binder – binders of r(CAG) RNA repeats, primary screen, biochemical, fluorescence; AID 651821, 2012; 1.3% of 370,000 active; inhibition, % at 3 µM; r(CAG) RNA repeat, TO-PRO-1 dye displacement fluorescence;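 active = inhibition above the plate cutoff, the mean of all test compounds on that plate plus 3 SD, cut at about 35% in these data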;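 note: 0% = DMSO alone and 100% = 100 µM mitoxantrone as full dye displacement; higher means more dye released from RNA so lower well fluorescence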
LEDGF integ inh – blockers of LEDGF/p75-dependent integrase strand transfer – biochemical, TR-FRET, high throughput, primary screen | TR-FRET IN-LEDGF/p75 DNA integration, Eu/Cy5 | AID 743269, 2014 | 0.64% of 370,000 active | HIV-1 integrase (with human LEDGF/p75) | inhibition, % at 3.7 µM;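 active = inhibition above the screen-wide mean plus 3 SD, cut at about 13% in these data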;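 note: signal is the Cy5 over europium emission ratio at 671 and 618 nm; 0% = plate median of compound wells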
GC-B act – human GC-B receptor activators, primary screen, HEK293 GC-B cells, cGMP TR-FRET, EC30 CNP. Atrial natriuretic peptide receptor 2 (Homo sapiens), P20594. 0% at EC30 CNP, 100% saturating CNP. activation, % at 10 µM. 0.11% of 370,000 active. AID 1920062, 2024;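 active = activation at 10 µM reaching about 35% in either raw or pattern-adjusted values, limit read from the data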
TCR-CD3 inh – inhibitors of human TCR-CD3 interaction, primary screen, biochemical, fluorescence, TAMRA-labeled TCR probe; T-cell receptor (TCR); AID 651800, 2012; inhibition, % at 9.4 µM; 0.37% of 360,000 active; in the data active = inhibition above about 19%;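 note: recombinant mutant TCR 2C K166C tagged with TAMRA read by polarization; 0% = receptor in buffer alone and 100% = receptor with positive control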
mABHD4 FP – ABHD4 inhibitors, primary screen, biochemical, fluorescence polarization, mouse | (Lyso)-N-acylphosphatidylethanolamine lipase (Mus musculus), Q8VD66 | purified mABHD4, FP-Rh probe fluorescence polarization | inhibition, % at 8.92 µM | 0.54% of 370,000 active | AID 720543, 2013;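 active = inhibition exceeding the mean over every tested compound plus 3 SD, cut at about 30% in these data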;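 note: 0% = plate median of compound wells and 100% = S159A mutant with DMSO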
Target sequence (Q8VD66 whole entry, looked up): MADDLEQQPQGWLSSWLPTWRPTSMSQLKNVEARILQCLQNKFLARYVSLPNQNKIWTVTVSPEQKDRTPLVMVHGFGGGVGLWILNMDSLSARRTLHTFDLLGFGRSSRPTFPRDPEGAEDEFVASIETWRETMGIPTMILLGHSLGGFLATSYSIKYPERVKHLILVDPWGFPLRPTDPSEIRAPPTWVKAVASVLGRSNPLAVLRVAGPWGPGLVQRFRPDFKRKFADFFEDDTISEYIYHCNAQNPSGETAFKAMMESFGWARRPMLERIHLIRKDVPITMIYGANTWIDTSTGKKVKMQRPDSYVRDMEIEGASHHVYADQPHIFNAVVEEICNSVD
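Assay system: Wild-type mouse ABHD4 protein | Medium: HEPES pH 7.0 buffer, 150 mM NaCl, 0.01% Pluronic F-127 | Incubation: Enzyme–compound pre-incubation 45 min, then probe 60 min, both 25 °C | Technique: Fluorescence polarization with parallel and perpendicular emission, 525/598 nm | Evaluation: % inhibition of FP-Rh probe binding versus controls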
MBD2 inh – inhibitors of MBD2 binding to methylated DNA, primary screen, biochemical, TR-FRET, DNA-binding domain, human. Methyl-CpG-binding domain protein 2 (Homo sapiens), Q9UBB5. inhibition, % at 4.4 µM. 0.31% of 370,000 active. MBD2 binding to methylated oligonucleotide. AID 686964, 2013; in the data active = inhibition above about 13%
SIAE primary – human SIAE inhibitors, primary screen, biochemical, fluorescence polarization, FP-Rh probe, 1536-well HTS; Sialate O-acetylesterase (Homo sapiens), Q9HAT2; SIAE FP-Rh probe binding; inhibition, % at 9.66 µM; 0.69% of 370,000 active;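 active = inhibition above a cutoff: mean of compounds within the control limits plus 3 SD of those, cut at about 17% in these data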;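 note: 0% = plate median of compound wells and 100% = probe without SIAE protein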
HTRA1 inh – HTRA1 serine protease inhibitors, primary screen, biochemical, fluorescence polarization, HTS; inhibition, % at 5.96 µM; Q92743; AID 504803, 2011; 0.5% of 340,000 active; recombinant HTRA1, FP-rhodamine activity-based probe; in the data active = inhibition above about 36%;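 note: 0% = enzyme with DMSO and 100% = wells lacking enzyme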
* marks the source's active call; other numbers are inactive results; · = not tested or not shown. This is a subset. The share of hits here may be higher or lower than overall.

A first look (12 entries):
Structure	LEDGF integ inh	PRMT1 FP inh	MBD2 inh	TDP2 absorb	SIAE primary	mABHD4 FP	TCR-CD3 inh	GC-B act	HTRA1 inh	rCAG binder
COc1ccc2[nH]c(=O)c(CNc3ccccc3C)cc2c1	2	17	-8	0	-1	8	8	0	5	6
Cc1cc(C(=O)COc2ccc(F)cc2Br)c(C)n1C	-1	-1	-4	-9	0	1	6	4	-1	-4
Cc1ccc(N(CC(=O)N2CCN(C3CCCCC3)CC2)S(=O)(=O)c2cccnc2)cc1	-4	-4	-2	11	0	-1	-2	-6	-2	-2
CCOC(=O)C(=NC(C)C)NNc1cc(Cl)ccc1Cl	1	0	1	-1	8	3	7	-2	4	-3
Cc1c2cnn(CC(=O)NCCCN3CC(C)CC(C)C3)c(=O)c2c(C)n1Cc1ccc(Cl)cc1 (centres undefined)	-1	-2	-2	4	4	1	1	3	-3	-2
CC1=C/C(=C\c2ccc3c(c2)OCO3)C(=O)S1	0	15	-1	-9	7	12	-2	7	-9	11
O=C(O)c1cc(Cl)c2c(c1)OCO2	2	-2	-3	-4	0	0	3	6	-6	3
CC(SCC(=O)Nc1ccccc1Br)c1nc2ccccc2c(=O)[nH]1 (centres undefined)	2	-3	0	-12	-7	8	6	-2	13	0
CCn1c(C(=O)NCCCN2CCc3ccccc3C2)cc2sccc21	-1	0	1	4	0	-2	-7	-10	1	-5
Cn1c(=O)c2c(nc(N/N=C/c3cccs3)n2Cc2ccccc2)n(C)c1=O	-1	1	-2	-6	3	8	1	21	-1	2
Cc1ccc(S(=O)(=O)N2CCN(c3cnn(C)c(=O)c3Cl)CC2)cc1	2	-1	-2	-1	12	-5	10	1	1	2
COc1cccc(NC(=O)CN(C)C(=O)COc2cc(C)ccc2Cl)c1	0	-3	-5	-1	5	-4	3	-2	-9	-1

This part in full, repeating the preview:
Structure	LEDGF integ inh	PRMT1 FP inh	MBD2 inh	TDP2 absorb	SIAE primary	mABHD4 FP	TCR-CD3 inh	GC-B act	HTRA1 inh	rCAG binder
COc1ccc2[nH]c(=O)c(CNc3ccccc3C)cc2c1	2	17	-8	0	-1	8	8	0	5	6
Cc1cc(C(=O)COc2ccc(F)cc2Br)c(C)n1C	-1	-1	-4	-9	0	1	6	4	-1	-4
Cc1ccc(N(CC(=O)N2CCN(C3CCCCC3)CC2)S(=O)(=O)c2cccnc2)cc1	-4	-4	-2	11	0	-1	-2	-6	-2	-2
CCOC(=O)C(=NC(C)C)NNc1cc(Cl)ccc1Cl	1	0	1	-1	8	3	7	-2	4	-3
Cc1c2cnn(CC(=O)NCCCN3CC(C)CC(C)C3)c(=O)c2c(C)n1Cc1ccc(Cl)cc1 (centres undefined)	-1	-2	-2	4	4	1	1	3	-3	-2
CC1=C/C(=C\c2ccc3c(c2)OCO3)C(=O)S1	0	15	-1	-9	7	12	-2	7	-9	11
O=C(O)c1cc(Cl)c2c(c1)OCO2	2	-2	-3	-4	0	0	3	6	-6	3
CC(SCC(=O)Nc1ccccc1Br)c1nc2ccccc2c(=O)[nH]1 (centres undefined)	2	-3	0	-12	-7	8	6	-2	13	0
CCn1c(C(=O)NCCCN2CCc3ccccc3C2)cc2sccc21	-1	0	1	4	0	-2	-7	-10	1	-5
Cn1c(=O)c2c(nc(N/N=C/c3cccs3)n2Cc2ccccc2)n(C)c1=O	-1	1	-2	-6	3	8	1	21	-1	2
Cc1ccc(S(=O)(=O)N2CCN(c3cnn(C)c(=O)c3Cl)CC2)cc1	2	-1	-2	-1	12	-5	10	1	1	2
COc1cccc(NC(=O)CN(C)C(=O)COc2cc(C)ccc2Cl)c1	0	-3	-5	-1	5	-4	3	-2	-9	-1
Cc1onc(-c2ccccc2)c1C(=O)N(Cc1ccccn1)Cc1ccccn1	-1	4	6	1	2	-2	-6	-3	9	-6
CSc1ncnc2c1ncn2CCCNCc1ccco1	3	-2	-8	2	3	4	-3	-2	8	1
CC(=O)Nc1cc(-c2cccc(NS(C)(=O)=O)c2)cn2c(-c3cccc(C(C)=O)c3)cnc12	4	1	-6	11	-11	-10	3	7	·	10
CC(=O)c1ccc(N2CCN(S(=O)(=O)c3csc(C(N)=O)c3)CC2)cc1	-1	-1	1	-18	1	-2	3	-13	0	3
COCC(C)NC(=O)CCc1nnc(C2(c3ccc(Cl)cc3)CCC2)o1 (centres undefined)	3	-5	3	6	2	3	6	0	4	-7
COc1ccc(CCNC(=O)CN(c2ccc(OC)c(OC)c2)S(=O)(=O)c2ccccc2)cc1OC	-8	3	-1	-14	-7	-2	-10	-1	-1	-9
O=C(Nc1ccccc1)C1=C[C@H](c2ccccc2)C[C@H](OCc2ccc(CO)cc2)O1	-1	0	0	10	4	-12	5	-1	-36	0
Cc1cc(O)cc(O)c1C(=O)Cc1cnn(-c2ccccc2)c1	0	5	2	-3	-1	-7	7	·	1	9
COc1ccc(C2CC(=O)C(c3ccc(C)cc3)=CN2Cc2ccccc2)cc1 (centres undefined)	2	-1	2	3	6	14	-10	3	·	2
COC(=O)C1(C)NC(=O)c2ccccc2N1 (centres undefined)	-3	2	1	-8	1	5	-7	-2	1	1
O=[N+]([O-])c1ccc(N=NNc2ccc([N+](=O)[O-])cc2)cc1	-5	1	1	3	-3	0	-4	0	-4	2
CC(C)c1ccc(CN2CC(C(=O)Nc3ccccc3)CC2=O)cc1 (centres undefined)	0	-2	-1	-5	-9	4	7	3	-2	-7
COc1ccc2c(c1)C(=O)C1(CC2)OC1c1cccnc1 (centres undefined)	1	-2	-1	-3	2	1	-4	4	-5	5
Cc1ccc(NS(=O)(=O)c2ccc(C3CCCCC3)cc2)cc1	1	-1	5	-10	-17	-26	3	4	-56	3
S=c1[nH]nc(-c2ccccc2)o1	-3	3	-2	14	0	-5	8	-4	-4	-2
Cc1c(NC(=O)c2cccc(S(=O)(=O)N(C)c3ccccc3)c2)c(=O)n(-c2ccccc2)n1C	3	-1	2	-3	2	1	2	3	3	0
CN1CCCCC1(C)C(=O)NCc1cc(Cl)ccc1F (centres undefined)	1	1	5	2	-2	2	1	-5	·	-1
CCNC(=O)C1(C)CCN(C(=O)c2cccc(Cl)c2)C1 (centres undefined)	5	-2	-4	-22	-1	-6	-3	-3	·	2
O=C(CSc1nnc(Cc2ccccc2)o1)NC1CC2CCC1C2 (centres undefined)	-1	-2	3	9	1	2	6	2	-2	1
COC(=O)c1ccccc1NC(=O)COC(=O)CO/N=C(\C)c1ccc2c(c1)OCO2	1	-3	2	7	1	7	-2	-1	2	-2
Clc1cccc(NCc2nnc3n2CCCCC3)c1	1	-1	1	12	-1	3	4	2	0	0
COc1ccccc1-c1coc2c(CN3CCN(CCO)CC3)c(O)ccc2c1=O	-2	2	2	3	-6	4	-5	5	3	0
O=C(N/C(=C\c1cccc(Br)c1)C(=O)N1CCCCC1)c1ccco1	0	1	1	16	12	-1	-2	1	-1	-1
CCCCCn1c(=O)[nH]c2cc(C(=O)N3CCN(CC)CC3)ccc2c1=O	3	4	13	3	2	-1	1	0	-11	-4
COc1cc(-c2[nH]ncc2CN2CCSCC2)cc(OC)c1OC	4	-6	-8	-10	8	2	2	6	0	5
Cn1c(=O)c2c(nc(Cl)n2Cc2ccc(Cl)c(Cl)c2)n(C)c1=O	-1	0	7	1	1	0	-6	13	-1	0
O=C(CCCN1C(=O)/C(=C/c2ccccc2Cl)SC1=S)N1CCOCC1	-4	6	4	-12	-2	-16	-8	-6	-6	-4
CCCN(CCC)S(=O)(=O)c1ccc(NC(=O)c2cc(C(=O)OC)cc([N+](=O)[O-])c2)cc1	1	-4	4	-1	-11	4	2	4	2	2
COc1ccc(NC(=O)C2CCN(S(=O)(=O)c3ccc(N4CCCC4=O)cc3)CC2)c(OC)c1	-2	-1	-4	-4	4	2	6	2	13	-1
O=C(c1ccc(N2CCOCC2)c([N+](=O)[O-])c1)N1CCN(S(=O)(=O)c2cccs2)CC1	2	4	-6	16	-5	5	1	1	-4	-3
Cc1ccc(NC(=O)COC(=O)Cn2cnc3ccccc32)c([N+](=O)[O-])c1	-1	2	-2	12	-5	4	0	2	-2	-1
O=C(NCCS(=O)CCNC(=O)C(F)(F)F)C(F)(F)F	-1	1	2	3	-4	5	5	9	2	3
Cc1ccc(N=Nc2c(N)n[nH]c2N)cc1	0	-2	-4	7	4	2	0	-1	5	4
CCc1c(C(=O)O)[nH]c2ccc(Br)cc12	6	-3	0	-3	1	8	7	12	-13	5
CC1CCCCC1NC(=O)CN(C)S(=O)(=O)c1ccc2c(c1)c(=O)n(C)c(=O)n2C (centres undefined)	3	-3	-4	-3	-2	-1	8	-2	2	-1
CC1CCCN(CCCNC(=O)C2CCCN(c3ncnc4c3nc3n4CCCCC3)C2)C1 (centres undefined)	3	1	2	0	-2	-1	4	3	1	-6
Brc1ccc(-c2csc(NC3=NCCCCC3)n2)cc1	-2	-3	-2	4	6	-3	-1	-3	1	1
O=S(=O)(c1ccc(NC(=S)NCc2ccncc2)cc1)N1CCCCC1	-3	8	0	-22	-2	-7	-2	2	-10	3
O=C(CCNC(=O)N1CC(=O)Nc2ccccc21)NCc1cccc(C(F)(F)F)c1	2	0	-4	0	-1	-7	1	-3	-1	1
CCOC(=O)CN1C(=O)N[C@@H](c2cccc(C(F)(F)F)c2)C(C(=O)OC)=C1C	1	-3	5	11	4	1	2	0	3	-3
CCOc1ccc(OCCCCN(C)C)cc1	4	-1	3	13	1	16	-5	8	0	0
